GLP1R cytotox – cytotoxic in the GLP-1 receptor inverse agonist counter-screen; Potency, µM (doses to about 38.3 µM), for inactives: top-dose activity change, negative = inhibition, hits mostly inhibitors; HEK293 cAMP-luciferase reporter cells, luminescence, 24 h; 410,000 tested, 0.13% active;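 note: loss of luciferase light is scored as toxicity; potency is the fitted concentration of half-maximal effect; % is set by controls: 0 for no effect and ±100 for the full control effect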
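Here, cytotoxicity is scored as loss of luminescence. The MLSMR collection was tested on cells seeded in medium containing 10% Nu serum, with a 24 hr compound exposure preceded by 12 hours of culture.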
KB-V1 MDR tox – kills drug-selected multidrug resistant KB-V1 cells; 400,000 tested, 3.4% active; Potency, µM (series often up to 46.1 µM), without a hit: top-dose activity change, negative = cytotoxicity, hits mostly cytotoxic; KB-V1 MDR cells viability, CellTiter-Glo, 72 h; note: potency is the fitted concentration of half-maximal effect; % is set by controls: 0 for no effect and ±100 for the full control effect; nearly all actives have a fitted effect of over 60% in size
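Following 72 h at 37 degrees C with compound, KB-V1 cell viability was read by CellTiter-Glo luminescence, medium being phenol-red-free DMEM plus 10% FBS; concentration-response parameters came from normalized, curve-fitted qHTS data.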
TDP43 rescue – inhibitors of TDP-43 toxicity in yeast. TDP-43 expressing yeast growth rescue, BacTiter-Glo, 24 h. Potency, µM (series often up to 46.1 µM), inactives show at the top dose growth rescue (activation), actives largely listed as activators. 410,000 tested, 1.8% active; note: potency is the fitted concentration of half-maximal effect; % of control where 0% means no effect; nearly all actives have a fitted effect of over 50% in size
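Readout is BacTiter-Glo luminescence of cell growth, so inhibitors register as activators. TDP-43-expressing yeast at OD600=0.02 in galactose medium, after raffinose pregrowth to mid-log, were incubated with compound for 24 hr at 30 deg C.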
DRD3 agonist – agonists of human D3 dopamine receptor. max activation, %. P35462. D3R DiscoveRx beta-arrestin cells, luminescence, 90 min. 410,000 tested, 0.58% active. AID 652048; in the data active = max activation above about 30%; note: 0% is about no effect; mostly tested at two doses, the higher about 12 µM
Target sequence (P35462 whole entry, looked up): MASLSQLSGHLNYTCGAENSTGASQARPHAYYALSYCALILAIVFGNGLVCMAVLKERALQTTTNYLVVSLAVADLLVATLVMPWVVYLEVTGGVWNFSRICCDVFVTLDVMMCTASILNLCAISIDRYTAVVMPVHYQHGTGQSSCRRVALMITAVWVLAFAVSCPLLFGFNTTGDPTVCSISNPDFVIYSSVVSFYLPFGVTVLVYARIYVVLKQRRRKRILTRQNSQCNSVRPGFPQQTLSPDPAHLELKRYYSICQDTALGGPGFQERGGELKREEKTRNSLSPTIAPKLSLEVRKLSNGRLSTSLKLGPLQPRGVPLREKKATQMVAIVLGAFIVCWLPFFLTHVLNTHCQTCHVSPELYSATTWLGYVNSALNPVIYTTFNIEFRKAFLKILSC
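Agonist-mode cell screen: cells plated at 1500/well and incubated overnight at 37 °C, then exposed to library compounds for 90 min at 37 °C. Detection reagent was added for 30–60 min at room temperature, and luminescence was read.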
PTHR1 agonist – PTHR1 (human) receptor agonism; 410,000 tested, 0.075% active; HEK293 GP2 PTHR1 cells, GloSensor cAMP luminescence, 1 h; Potency, µM (series often up to 115 µM), for the others: at the highest dose activation, hits mostly activators; AID 743266; Q03431; note: potency is the fitted concentration of half-maximal effect; nearly all actives have a fitted effect of over 55% in size; some results filed as inactive show a strong effect at the top dose; inactives centre near -15; many of its hits are not listed in these tables
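HEK-293-derived GP2 cells expressing PTHR1 and a GloSensor cAMP reporter, 3,000/well, plated overnight, given luciferin plus IBMX (each 0.5 mM as added) for 1 h at 37 °C, then compound for 1 h at 37 °C. Luminescence was read after 15 min at room temperature.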
aSyn rescue – rescues yeast growth from alpha-synuclein toxicity; Yeast expressing alpha-synuclein, growth rescue, BacTiter-Glo, 24 h; Potency, µM (top dose mostly 46.1 µM), without a hit: at the highest dose growth rescue (activation), usual class: activators; 370,000 tested, 0.14% active; note: potency is the fitted concentration of half-maximal effect; % of control where 0% means no effect; nearly all actives have a fitted effect of over 65% in size
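Readout is rescue of growth in alpha-synuclein-expressing yeast, so inhibitors of toxicity appear as activators. Growth after 24 hr at 30 deg C in galactose medium is quantified by luminescence.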
GLP1R inv ag – acts as inverse agonist at human GLP-1 receptor; P43220; HEK293 GLP-1R CRE-luciferase, luminescence, 24 h; GLP-1R form is constitutively active; Potency, µM (titrated, usually from 38.3 µM), inactives show at the highest dose activity change, negative = inhibition, hits mostly inhibitors; 410,000 tested, 1.6% active; note: potency is the fitted concentration of half-maximal effect; % is set by controls: 0 for no effect and ±100 for the full control effect; nearly all actives have a fitted effect of over 55% in size
Target sequence (P43220 whole entry, looked up): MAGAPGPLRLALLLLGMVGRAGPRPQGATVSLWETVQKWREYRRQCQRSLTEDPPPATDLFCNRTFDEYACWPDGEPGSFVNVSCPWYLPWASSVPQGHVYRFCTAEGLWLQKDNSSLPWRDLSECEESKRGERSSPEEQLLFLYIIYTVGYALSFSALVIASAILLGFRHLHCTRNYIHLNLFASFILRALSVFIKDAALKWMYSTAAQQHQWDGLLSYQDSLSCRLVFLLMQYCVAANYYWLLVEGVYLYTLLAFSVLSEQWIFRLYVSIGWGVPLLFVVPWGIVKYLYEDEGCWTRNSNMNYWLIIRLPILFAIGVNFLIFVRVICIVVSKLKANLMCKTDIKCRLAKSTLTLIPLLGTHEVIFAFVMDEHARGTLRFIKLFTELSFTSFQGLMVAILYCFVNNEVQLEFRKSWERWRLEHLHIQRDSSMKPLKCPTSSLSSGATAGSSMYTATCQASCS
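Luminescence readout: a drop in cAMP-driven luciferase signal flags inverse agonism at a constitutively active GLP-1R stably expressed in HEK293. Compound exposure lasted 24 hr at 37 deg C, 5% CO2.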
DRD3 antagonist – D3 dopamine receptor (human) antagonism; P35462; D3R cells, DiscoveRx beta-arrestin luminescence, antagonist mode; active compounds read low; 360,000 tested, 2.5% active; max response, negative = inhibition, %; in the data active = max response below about -50%; inconclusive = no clear call, values can overlap the other calls; note: % is set by controls: 0 for no effect and ±100 for the full control effect; mostly tested at two doses, the higher about 12 µM
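Cells expressing the human receptor were seeded at 1500 cells/well, incubated overnight at 37 degrees C in 5% CO2, then exposed to library compounds with dopamine controls for 90 minutes at 37 degrees C before luminescent detection.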
GLP1R ag – agonists of human GLP-1 receptor | P43220 | HEK293 GLP-1R CRE-luciferase, luminescence, 4-6 h; cells express a hypersensitive GLP-1R form | Potency, µM (doses to about 45.6 µM), for the others: top-dose activation, usual class: activators | 380,000 tested, 0.007% active; note: potency is the fitted concentration of half-maximal effect; % of control where 0% means no effect
An asterisk follows results filed as active; i = inactive; ? = inconclusive; . = no result given; [ ] = another dose, or the depositor's remark. Unless noted, calls come from the whole dose curve; as a rule, active = well fitted curve in the direction sought with a large enough effect; inconclusive = small, poorly fitted or top-dose-only effect, or another doubt; inactive = no such curve, though single readings can be large; an effect the other way counts as inactive or inconclusive. A portion of the library; the hit share may differ from the screen's.

mol,GLP1R cytotox,KB-V1 MDR tox,TDP43 rescue,DRD3 agonist,PTHR1 agonist,aSyn rescue,GLP1R inv ag,DRD3 antagonist,GLP1R ag
Cc1ccnc(SCC(=O)Nc2sc3c(c2C#N)CCCC3)n1,-4%,?,-5%,6,-17%[57.5 µM],4%,31%[activator],32,18%
COCCSc1nnc(NC(=O)COC)s1,-14%,-2%,14%,2,i,13%,0%,?,-8%
CNC(=O)COC(=O)[C@@H](Nc1ccc(S(=O)(=O)N2CCOCC2)cc1[N+](=O)[O-])C(C)C,3%,?,13%,-12,-8%,3%,4%,17,-1%
CN(C)C1=NC[C@H](Cc2ccccc2)N1CC1CCCCCC1,1%,0%,8%,-16,i,6%,-9%,-1,13%
C=CCn1c(COc2cccc(C)c2C)nnc1SCC(=O)N1CCN(c2ccccc2)CC1,-3%,-15%,?,-3,-39%[inhibitor],29%,?,-9,0%
Cn1c(SCC(=O)C(C)(C)C)nnc1-c1ccc(F)cc1,-10%,-12%,-23%,-5,i,3%,-2%,-15,17%
COC(=O)CCCC1=CC2=C(c3ccccc3)C(=O)C(C)(OC(=O)C3CCCC3)C(=O)C2=CN1C(CO)CO (stereo unspecified),-10%,2%,-1%,-5,-15%,4%,17%,-5,9%
Cc1c(C(=O)OCC(=O)NCCc2ccc(S(N)(=O)=O)cc2)oc2ccccc12,5%,25%,3%,-3,-10%,-6%,1%,-6,0%
O=C(CC1COc2ccccc2O1)NCc1ccccc1 (stereo unspecified),5%,-6%,2%,-8,i,6%,0%,21,-1%
Cc1cc(C)c(S(=O)(=O)NCc2cn3c(C)csc3n2)cc1C,19%,-5%,-6%,-2,-21%[57.5 µM],-3%,4%,6,0%
O=C(NN1S(=O)(=O)c2ccccc2S1(=O)=O)c1ccc(Br)cc1,8%,?,10%,2,-55%[inhibitor],-14%,9%,8,-4%
CC1(C)CC(=O)C2=C(C1)N(Cc1ccccc1)C(=O)C2(NC(=O)C(C)(C)C)C(F)(F)F (stereo unspecified),9%,1%,-9%,-5,?,-5%,-8%,-10,6%

Exported with two lines to a compound: two of the compounds above.
Results follow in this order: GLP1R cytotox | KB-V1 MDR tox | TDP43 rescue | DRD3 agonist | PTHR1 agonist | aSyn rescue | GLP1R inv ag | DRD3 antagonist | GLP1R ag
> Cc1ccnc(SCC(=O)Nc2sc3c(c2C#N)CCCC3)n1
  -4% | ? | -5% | 6 | -17%[57.5 µM] | 4% | 31%[activator] | 32 | 18%
> CC1(C)CC(=O)C2=C(C1)N(Cc1ccccc1)C(=O)C2(NC(=O)C(C)(C)C)C(F)(F)F (stereo unspecified)
  9% | 1% | -9% | -5 | ? | -5% | -8% | -10 | 6%

(cont.)
mol,GLP1R cytotox,KB-V1 MDR tox,TDP43 rescue,DRD3 agonist,PTHR1 agonist,aSyn rescue,GLP1R inv ag,DRD3 antagonist,GLP1R ag
Cc1ccc(NC(=O)C(C)NS(=O)(=O)c2ccc(F)cc2)cc1C (stereo unspecified),5%,11%,-17%,-1,i,14%,2%,-20,12%
CCOC(=O)C1=NN(C(=O)c2ccco2)C2(CC2)C1,-3%[1.53 µM],-2%,-12%,-4,-24%,5%,2%,7,14%
COc1cc(CCCN[C@H](CN)Cc2ccccc2)cc(OC)c1OC,5%,-3%,-23%,0,4%,-7%,6%,-18,-6%
Cc1cccc(S(=O)(=O)NC(=O)C2(C)CCN2C(=O)Cc2cc(F)ccc2F)c1 (stereo unspecified),3%,14%,2%,-3,-2%,-16%,-22%,-26,-7%
COc1ccccc1N1CCN(Cc2nc3ccccc3c(=O)n2CC(C)=O)CC1,-8%,-24%,18%,4,-10%,0%,2%,7,0%
COc1ccccc1CC(=O)NCc1csc(-c2cccs2)n1,7%,?,14%,7,-14%,2%,17%,0,16%
O=C(O)c1ccc(N/N=C/c2cc3c(cc2[N+](=O)[O-])OCO3)cc1,?,-14%,.,-3,-16%,-23%,28%,3,-3%
CC1C(=O)N2CCCc3cc(NS(C)(=O)=O)cc1c32 (stereo unspecified),-1%,0%,14%,-6,i,0%,-5%,4,-7%
CCN(c1ccccc1)P(=O)(Nc1ccccc1)Nc1ccccc1,6%,-26%,-8%,0,i,0%,?,-1,10%
COc1ccc(CNc2cc(C)nc3ccc(OC)cc23)cc1,?,?,8%,-13,i,-6%,?,-22,-1%
CCNC(=S)N1CCC(C(O)(c2ccccc2)c2ccccc2)CC1,-9%,8%,-12%[9.22 µM],-7,i,3%,-21%,-2,11%
O=C(NCc1ccccc1)c1ccccc1-c1nc2ccccc2[nH]1,13%,?,21%,7,-53%[inhibitor],4%,-7%,0,3%
CCN(CC(=O)Nc1c(F)cccc1F)C(=O)CCOc1ccc(C)cc1,4%,0%,9%,-2,-9%,-2%,-11%,-14,-15%
O=C(CCn1c2c(c3ccccc31)CCCC2)NNC(=O)c1ccccc1[N+](=O)[O-],-5%,0%,10%,3,i,-9%,?,-18,-9%
CCOc1ccc(Br)cc1S(=O)(=O)Nc1cccc(S(=O)(=O)Nc2ccccc2C(=O)O)c1,2%,0%,-13%,-2,-8%,-9%,-13%,0,0%
CCS(=O)(=O)N1CCc2cc(C(=O)Nc3cc([N+](=O)[O-])ccc3C)ccc21,-4%,-9%,-1%,-3,-4%,.,10%,.,.
Cc1onc(-c2ccccc2)c1C(=O)NCCc1ccncc1,0%,-15%,-13%,-11,?,1%,2%,-11,7%
O=C(CNC(=O)c1cnccn1)Nc1ccc(F)c(F)c1F,28%,12%,-3%,-4,-70%[inhibitor][57.5 µM],1%,8%,-13,5%
Cn1c(-c2ccc(F)cc2)cnc1SCC(=O)Nc1ccccc1N1CCOCC1,-1%,0%,7%,-3,-31%[inhibitor],-5%,-14%,-7,3%
O=C(OCc1nnc(-c2ccccc2)o1)c1cc(S(=O)(=O)N2CCOCC2)c(Cl)cc1Cl,7%,2%,12%,1,-5%[57.5 µM],5%,4%,-55*,13%
CCc1ccc(C2CC(c3ccccc3Cl)Nc3nc(N)nn32)cc1 (stereo unspecified),2%,9%,13%,0,i,-11%,?,8,16%
COCCOC(=O)C1=C(N)OC2=C(C(=O)CC(C)(C)C2)C1c1ccncc1 (stereo unspecified),-1%,0%,-12%,2,i,-5%,14%,3,-1%
Cc1c(-c2cccc(Cl)c2)nc2ccccc2c1C(=O)NC1CC1,-3%,3%,25%,1,i,-2%,?,31,9%
Cc1cc(C(=O)CN2CCCCC2)c(C)n1-c1ccc(F)cc1,-5%,?,9%,-5,-5%,0%,-5%,-2,-3%
O=C(c1ccc([N+](=O)[O-])cc1)N1CCN(C2=NS(=O)(=O)c3ccccc32)CC1,6%,-10%,-28%,-11,-28%,-23%,-12%,0,1%
O=C(Nc1ccc(OC(F)(F)F)cc1)c1n[nH]c(Cn2cncn2)n1,-11%,-7%,1%,3,i,.,-2%,9,-9%
Cc1nnc(SC(C)C(=O)NCC2CCCO2)s1 (stereo unspecified),-4%,2%,-2%,-1,10%,-10%,5%,6,3%
COc1cc(OC)c(NC(=O)Nc2ccc(OC)c(OC)c2)cc1Cl,-7%,8%,12%,1,i,2%,5%,32,-2%
CC1=CC(=O)C(C(C)=Nc2ccccc2[N+](=O)[O-])C(=O)O1 (stereo unspecified),-2%,1%,-46%[inhibitor],-4,-25%,-1%,6%,15,-8%
C[C@H](CO)N1C[C@H](C)[C@H](CN(C)S(=O)(=O)c2cn(C)cn2)Oc2ccc(NC(=O)Nc3ccc(C(F)(F)F)cc3)cc2CC1=O,-14%,?,2%,-5,-8%,-12%,?,?,-1%
COc1cc(/C=N/NC(=S)NC2CC3CC2C2C=CCC32)ccc1O (stereo unspecified),4.5µM*,?,?,2,-23%,8%,?,9,?
O=C(CCn1c(=O)sc2ccccc21)NC1=NCCS1,1%,14%,3%,-1,-8%[57.5 µM],2%,7%,16,13%
Cc1cccc(-c2noc(CSc3nc(-c4ccc(F)cc4)cc(=O)[nH]3)n2)c1,3%,16%,-10%,-7,0%,.,12%,.,.
Cc1cc(C)c(NC(=O)CSc2nc(=O)n(CCN3CCOCC3)c3c2CCC3)c(C)c1,12%,1%,9%,1,-1%,0%,21%,13,1%
O=C(c1ccc(S(=O)(=O)N2CCCC2)cc1)N1CCCCC1,4%,-7%,1%,-15,i,-2%,5%,-13,-13%
Cc1ccccc1OCC(=O)Nc1ccc2nc(SCC(=O)N3CCOCC3)sc2c1,-8%,.,6%,9,-12%,.,11%,.,.
CC1=CC(=O)Nc2ccccc2S1,77%[activator],?,10%,-3,-4%,10%,12%,-12,8%
COc1ccc(CN2C=C3C(=O)C(C)(OC(=O)C4CCCC4)C(=O)C=C3C=C2c2ccsc2)cc1 (stereo unspecified),-14%,-3%,-3%,-6,i,-6%,-5%,14,7%
COc1ccc(C(=O)NC(=S)N2CCC(C)CC2)cc1,?,5%,?,0,-22%,0%,-11%,-27,1%
COc1ccc2c(C)cc(SCC(=O)Nc3ccc(Cl)cn3)nc2c1,9%,?,12%,1,-23%,0%,-18%,-16,-4%
COc1ccc(OC)c2sc(N3CCN(C(=O)c4ccco4)CC3)nc12,-9%,0%,13%,2,-27%,.,24%,.,.
Cc1[nH]c2ccccc2c1CCN(Cc1cccnc1)C(=S)NC(C)(C)C,8%,1%,19%,1,i,-4%,16%,-21,-3%
CS(=O)(=O)c1ccc(Cl)c(NC(=O)CSc2nc3ccccc3c(=O)n2CCCN2CCOCC2)c1,2%,-17%,-17%,3,i,-2%,40%[activator],5,8%
CCc1cc(C(=O)Cc2ccccn2)c(O)cc1O,23%,1%,-7%,-3,-23%,-3%,0%,-19,11%
CN(Cc1nccn1C)C(=O)c1cc(COc2cccc(C(F)(F)F)c2)on1,-8%,-22%,20%,7,i,7%,-29%,13,8%
Cc1cccc(-c2nnnn2-c2cccc(C)c2)c1,22%,-19%,?,7,-9%,0%,-15%,8,18%

Screening data from PubChem.
